Screening data as filed in PubChem BioAssay.
FEN1 inhibitor: qHTS Assay for the Inhibitors of Human Flap endonuclease 1 (FEN1) | P39748 | Recombinant FEN1 flap cleavage, fluorescence, 15 min | Potency, µM (doses to about 114 µM), without a hit: top-dose activity change, negative = inhibition, hits mostly inhibitors | 390,000 tested, 0.35% active | AID 588795, 2011; further: nearly all actives have a fitted effect of over 65% in size
Target sequence (P39748 whole entry, looked up): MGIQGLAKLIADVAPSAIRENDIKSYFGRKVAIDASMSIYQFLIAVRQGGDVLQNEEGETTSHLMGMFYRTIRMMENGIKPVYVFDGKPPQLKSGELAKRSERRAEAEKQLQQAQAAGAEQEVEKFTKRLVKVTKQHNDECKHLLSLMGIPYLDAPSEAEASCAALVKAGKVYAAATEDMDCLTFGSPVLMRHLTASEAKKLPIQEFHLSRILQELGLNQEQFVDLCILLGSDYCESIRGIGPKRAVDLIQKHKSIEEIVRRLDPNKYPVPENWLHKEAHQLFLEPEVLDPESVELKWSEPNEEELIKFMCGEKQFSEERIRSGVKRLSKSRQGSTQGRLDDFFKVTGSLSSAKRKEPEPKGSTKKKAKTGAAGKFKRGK
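Enzyme 10 nM, 15 min RT preincubation with compound; start with substrate 50 nM final; reads at 0 and 15 min; qHTS titration, four-parameter Hill fit.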
DT40 TDP1 CPT: qHTS for Inhibitors of human tyrosyl-DNA phosphodiesterase 1 (TDP1): qHTS in cells in presence of CPT; Potency, µM (highest dose often 46.2 µM), for the others: at the top dose activity change, negative = growth inhibition, most hits filed as inhibitors; chicken DT40 Tdp1-/-;hTDP1 cells + 20 nM CPT, ATP luminescence, 48 h; 420,000 tested, 12% active; further: nearly all actives have a fitted effect of over 55% in size
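Chicken DT40 Tdp1-/- cells stably complemented with human TDP1 were seeded at 400 cells/well in medium containing 20 nM camptothecin, exposed to pin-transferred compounds, and grown at 37 °C for at least 48 hr. Viability was read as ATP luminescence.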
KAT2A inh: qHTS Assay for Inhibitors of GCN5L2; Histone acetyltransferase KAT2A (Homo sapiens), Q92830; GCN5L2 HAT assay, ThioGlo1 CoA-SH fluorescence; Potency, µM (doses to about 58.9 µM), inactives show top-dose activity change, negative = inhibition, hits mostly inhibitors; 390,000 tested, 0.21% active
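Free CoA generated was detected with ThioGlo1 (50uM) fluorescence at Ex340nm/Em540nm, read immediately and after 20 min at room temperature. Enzyme, 20 nM in HEPES pH 7.5 buffer, saw compounds 15 min before adding 75uM H3(1-25) peptide and 70uM acetyl-CoA.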
The depositor's hits bear a star; u = inconclusive; x = not tested or not shown; [ ] = another dose, or the depositor's remark. The call rests on the fitted dose curve; in most records, active means well fitted curve in the direction sought with a large enough effect; inconclusive means small, poorly fitted or top-dose-only effect, or another doubt; inactive means no such curve, though single readings can be large; an effect the other way counts as inactive or inconclusive. On the % scale 0 is the no-effect control and ±100 the full control effect; potency means the concentration at half of the fitted maximal effect. An excerpt (hit frequency here may not be typical).

SMILES | FEN1 inhibitor | DT40 TDP1 CPT | KAT2A inh
COc1ccc(CCNC(=O)c2ccc(NC(=O)CC3SC(N4CCCC4)=NC3=O)cc2)cc1OC (stereo unspecified) | 16% | 2% | x
CCC(=O)N1CCc2cc(Br)cc(S(=O)(=O)CCC(=O)N3CCN(c4cccc(C(F)(F)F)c4)CC3)c21 | u | u | -2%
CC(C)C[C@@H](CN1CCC[C@@H]1CN1C(=O)C(=O)NC[C@@H]1Cc1ccccc1)N1C[C@H](Cc2ccc(O)cc2)N(CC2CCCCC2)C(=O)C1=O | 8% | u | x
CCC(C)NCCCOc1ccc([N+](=O)[O-])cc1 (stereo unspecified) | 0% | -1% | -4%
CC(=O)Oc1ccc(C(=O)Nc2cccc3c2CCCC3)cc1 | 1% | 3% | 11%
CC(C(=O)N1CCc2ccccc21)N(C)CC(=O)Nc1ccccc1Cl (stereo unspecified) | -25% | u | 2%
O=C(CCC1N=C2c3ccccc3N=C(SCc3cccc(Cl)c3)N2C1=O)NCCc1ccccc1 (stereo unspecified) | -18% | u | -7%
CCCCCCCCCCCCCCCCN | x | 7% | -5%
COc1ccccc1NS(=O)(=O)c1cc(C(=O)N2CCN(C(=O)c3ccco3)CC2)ccc1F | -9% | -2% | x
CCCCN(C(=O)CSCC(=O)Nc1cccc(C)c1)c1c(N)n(Cc2ccccc2)c(=O)[nH]c1=O | -9% | -6% | -1%
CC(C)CC(=O)Nc1ccccc1Oc1ccccc1 | -11% | -10% | -4%
c1ccc(CN=C2NN=C(c3cc4ccccc4o3)CS2)cc1 | -4% | -6% | -4%
Cc1ccn2c(Nc3c(C)cccc3C)c(-c3ccc(Cl)s3)nc2c1 | -22% | 13µM* | -11%
CN(CC(=O)Nc1ccc(F)cc1)C(=O)COC(=O)C1CCN(c2ccc(C(F)(F)F)cn2)CC1 | -16% | 11% | -5%
Cc1nc(C(F)(F)F)c(C(=O)N/N=C(\N)c2cccnc2)s1 | 3% | 3% | -2%
O=C(COc1ccccc1[N+](=O)[O-])Nc1cccc(C(=O)Nc2ccccc2C(=O)O)c1 | u | u | u
COC(=O)C1CC(c2ccc(Cl)cc2)=NO1 (stereo unspecified) | -3% | 36%[activator] | -1%
O=C(COc1ccc(Cl)cc1Cl)N1CCCC1 | -3% | -12% | -14%
C1=CC2=NC34CCCCC3CC3=C(CCCC3)N4C2=CC1=NC1CCCCC1 (stereo unspecified) | 10% | 5.2µM* | x
COc1ccc(C2N(C(=O)c3ccccc3)CCN2C(=O)c2ccccc2)cc1 | -12% | -4% | 1%
CN1CCN(C(=S)c2ccc(N(C)C)cc2)CC1 | -3% | 7% | -14%
Cc1c(NC(=O)COC(=O)/C=C/c2ccccc2Br)c(=O)n(-c2ccccc2)n1C | 18% | -24% | 1%
Cc1cccc2cc(C#N)c(N3CCC(O)CC3)nc12 | -3% | u | -9%
O=C1c2ccccc2C(=O)N1OCc1c(F)cccc1Cl | 12% | -13% | -7%
CSc1ccccc1NC(=O)CO/N=C(\C)c1cc2ccccc2o1 | 1% | u | -5%
CSCC(C)N1CCC(n2nccc2NC(=O)CCOc2ccccc2)CC1 (stereo unspecified) | -2% | 25% | -4%
COc1ccc(NC(=O)Nc2cccc3ccccc23)c(OC)c1 | -6% | u | -4%
O=C(CSc1nccn1Cc1ccc(Cl)cc1)NCc1ccccc1 | -15% | u | -15%
O=C(N/C=C/c1ccco1)NCc1ccccc1 | u | -14% | u
CCCCNC(=O)C(CC)Sc1nnc(-c2ccc(OC)c(OC)c2)c(-c2ccc(OC)c(OC)c2)n1 (stereo unspecified) | -16% | -1% | -1%

Entries shown so far that contain a nitro group on carbon (2):
SMILES | FEN1 inhibitor | DT40 TDP1 CPT | KAT2A inh
CCC(C)NCCCOc1ccc([N+](=O)[O-])cc1 (stereo unspecified) | 0% | -1% | -4%
O=C(COc1ccccc1[N+](=O)[O-])Nc1cccc(C(=O)Nc2ccccc2C(=O)O)c1 | u | u | u

The listing continues:
SMILES | FEN1 inhibitor | DT40 TDP1 CPT | KAT2A inh
O=C(NC(=S)Nc1ccc(N2CCOCC2)c(Cl)c1)c1cccs1 | -22% | u | -7%
O=C(NCCC1=CCCCC1)c1ccc(=O)oc1 | 0% | u | -11%
COc1cccc(-n2cc(C(=O)Nc3ccccc3C(N)=O)c3ccccc3c2=O)c1 | -2% | u | -2%
O=C(OCCN1C(=O)c2ccccc2C1=O)c1cc(S(=O)(=O)N2CCOCC2)ccc1Cl | -2% | 9% | -16%
CCc1ccc(-c2nc(SCC(=O)c3c(N)n(C4CC4)c(=O)[nH]c3=O)n[nH]2)cc1 | 3% | -11% | -1%
O=C(COC(=O)CN1C(=O)c2ccccc2C1=O)NC1CCCCC1 | 19% | -17% | -1%
CC(=O)c1c(C(C)=O)c(C)n(-c2nc(-c3cccs3)c(C)s2)c1C | -6% | u | -24%
CC1CCCN(CCCNC(=O)c2ccc(CS(=O)(=O)Cc3cccc(Cl)c3)o2)C1 (stereo unspecified) | 1% | -14% | -16%
N#Cc1ccc(CN(c2ccncc2)S(=O)(=O)c2ccccc2)cc1 | -4% | 3% | -3%
O=C(Nc1ccc(Br)cc1F)c1ccc2nc(CCc3ccccc3)oc2c1 | 3% | 7.3µM* | -2%
COC(=O)Nc1cc(C(F)(F)F)ccc1N1CCN(c2ccccc2)CC1 | -6% | -13% | -9%
CNC(=O)c1ccc(NC(=O)c2nsc3ccccc23)cc1 | -7% | -10% | -1%
O=C(CN1C(=O)NC2(CCCC2)C1=O)Nc1cc(Cl)ccc1N1CCCC1 | -3% | 1% | u
Cc1ccc(Nc2nc(C(=O)N3CCC(C(=O)NCc4ccccc4)CC3)cs2)cc1 | -2% | -25% | -1%
O=C(NCCc1c[nH]c2ccccc12)N[C@@H](Cc1ccccc1)C(=O)O | -4% | -12% | -1%
COc1cccc(-n2nnc(S(=O)(=O)c3ccc(C)cc3)c2N)c1 | 17% | u | -3%
C=C(C)CCOC(=O)C(CC(=O)O)NCc1ccco1 (stereo unspecified) | 6% | -1% | -5%
Cc1cccn2c(CNC3CCCc4ccccc43)c(C(=O)N3CCOCC3)nc12 (stereo unspecified) | -15% | u | 7%
COc1ccc(CCNC(=O)CCc2cn(Cc3ccc(C)cc3)c3ccccc23)cc1OC | -20% | 13µM* | 3%
CC(=O)Nc1ccc(S(=O)(=O)N2CCN(S(=O)(=O)c3cccs3)CC2)cc1 | -14% | 5% | -5%
CC(NC(=O)c1cc2c(=O)n3ccccc3nc2n(CC2CCCO2)c1=N)c1ccccc1 (stereo unspecified) | -3% | -29% | 0%
COc1cc2c(cc1OC)C1(C)N(CC2)C(C(C)=O)=NN1c1ccc(Cl)cc1 (stereo unspecified) | u | u | -22%
Cc1ccccc1OCCNC(=O)/C=C/c1ccccc1 | -3% | u | -1%
O=C(NCCc1ccc(Cl)cc1)c1cc(=O)[nH]c2ccccc12 | 3% | -3% | 0%
O=C(COC(=O)/C=C/c1ccc(Cl)c(Cl)c1)NC1CCCC1 | 19% | 3% | -8%
O=C(COc1c(Br)cc(Br)c2cccnc12)N1CCCCC1 | -16% | -23% | -13%
CCCN(CC1CC1)C(=S)Nc1ccc(Oc2ccccc2)cc1 | -5% | u | -5%
CCOc1ccc(Cn2c(CNS(=O)(=O)c3ccc(CC)cc3)nc3cccnc32)cc1 | -24% | u | -3%
Cc1cc(C)c(C#N)c(Nc2ccc(F)cc2)n1 | -4% | -2% | 2%
O=C(C1CCCCC1)N(CCN1CCN(c2ccccc2CO)CC1)c1ccccn1 | x | u | 1%
CC(CSC(=O)c1ccccc1)C(=O)N1C[C@@H](Sc2ccccc2)C[C@H]1C(=O)O (stereo partly specified) | x | -1% | 0%
O=C1C=CC(=O)N1 | -27% | 3.3µM* | -4%
CC(=O)Nc1cc2ccc(OC(C)=O)cc2oc1=O | -3% | -19% | -10%
O=C(Nc1ccc(-c2nc3c(ccc4ccccc43)o2)cc1)c1ccco1 | 1% | u | -6%[0.501 µM]
Cc1cc(S(=O)(=O)Nc2ccc(C(=O)N3CC(C)OC(C)C3)cc2)ccc1F (stereo unspecified) | 1% | u | -2%
CCC1S/C(=N/C(=O)NC2CCCCC2)NC1=O (stereo unspecified) | -4% | 1% | -2%
COc1ccc(C)cc1NC(=O)C(Cc1ccccc1)NS(=O)(=O)c1ccc(Br)s1 (stereo unspecified) | -13% | u | -8%
Cc1ccc(-c2nn(CC(C)(C)C)c3ncnc(N)c23)cc1 | x | 6.7µM* | -11%
COC(=O)Cn1c(C)nc([N+](=O)[O-])c1Br | 2% | -30% | 3%
CCN(c1ccccc1)S(=O)(=O)c1cc(C(=O)Nc2cccc(Cl)c2)ccc1F | -5% | u | -12%

Laid out differently: 2 of the compounds above
> COc1ccc(C)cc1NC(=O)C(Cc1ccccc1)NS(=O)(=O)c1ccc(Br)s1 (stereo unspecified)
  FEN1 inhibitor: -13%; DT40 TDP1 CPT: u; KAT2A inh: -8%

> Cc1ccc(-c2nn(CC(C)(C)C)c3ncnc(N)c23)cc1
  FEN1 inhibitor: x; DT40 TDP1 CPT: 6.7µM*; KAT2A inh: -11%

Returning to the listing with the 5 entries that preceded the break.
SMILES | FEN1 inhibitor | DT40 TDP1 CPT | KAT2A inh
CCC1S/C(=N/C(=O)NC2CCCCC2)NC1=O (stereo unspecified) | -4% | 1% | -2%
COc1ccc(C)cc1NC(=O)C(Cc1ccccc1)NS(=O)(=O)c1ccc(Br)s1 (stereo unspecified) | -13% | u | -8%
Cc1ccc(-c2nn(CC(C)(C)C)c3ncnc(N)c23)cc1 | x | 6.7µM* | -11%
COC(=O)Cn1c(C)nc([N+](=O)[O-])c1Br | 2% | -30% | 3%
CCN(c1ccccc1)S(=O)(=O)c1cc(C(=O)Nc2cccc(Cl)c2)ccc1F | -5% | u | -12%
CCCCCC/C=C/c1ccc(OC)c([C@H]2[C@H]3C=CC[C@@H](C)[C@@H]3C(=O)N2Cc2ccccc2)c1 | 11% | -29% | 4%
COc1ccccc1CCC(=O)N1CCC(n2nccc2NC(=O)CC(C)C)CC1 | -6% | -8% | 2%
COc1cc2nc(C3CCC3)n(NC(=O)C3CCC(OC)CC3)c(=O)c2cc1OC (stereo unspecified) | -4% | 5% | -11%
Clc1cccc(CSc2nncn3c2cc2sccc23)c1 | 2% | u | -9%
CCN1CCN(CCCNC(=O)C2c3ccccc3C(=O)N(C)C2c2ccc(OC)cc2)CC1 (stereo unspecified) | -4% | 0% | -4%
COc1ccc(CN2CCn3nc(C(=O)NC4CC4)cc3C2=O)cc1 | 21% | -13% | -15%
COCCCN1CN=C(NS(=O)(=O)c2ccc(C)cc2)NC1 | -4% | 4% | -5%
COc1ccc(/C=C/C(=O)OCC(=O)N2CCc3ccccc32)cc1 | 3% | -17% | -3%
CC(c1ccccc1)c1nnc(NC(=O)Nc2ccccc2F)s1 (stereo unspecified) | 0% | u | -5%
Cc1ccc(CNC(=O)C(=O)NCCC2=CCCCC2)cc1 | 4% | u | 1%
COc1cc(N(C)C)c(OC)cc1/C=C1\C=Cc2ccccc21 | -21% | u | x
CCOC(=O)c1c(S(=O)(=O)N(C)Cc2ccco2)c(C)n(C)c1C | 5% | -19% | -2%
COc1ccccc1NC(=S)NNC(=O)c1nn(C)c(C)c1Br | 2% | u | 0%
CC(=O)Nc1cc2c(cc1[N+](=O)[O-])-c1ccccc1C2O (stereo unspecified) | 20% | u | x
O=C(O)c1cc(-c2ccc(-c3ccc(F)cc3)o2)nc2ccccc12 | 6% | -1% | u
O=C(CCN1C(=O)c2cccc([N+](=O)[O-])c2C1=O)NC1CCCCCC1 | -3% | 6% | -3%
O=C(NCCc1ccc(Cl)cc1)C1COc2ccccc2O1 (stereo unspecified) | 37%[activator] | -1% | -10%
COc1ccc(OCc2n(CC(=O)OC3CC(C)CCC3C(C)C)c3ccccc3[n+]2C)cc1 (stereo unspecified) | -3% | 3.3µM* | -2%
CSC1=NCCN1C(=O)c1ccc2ccccc2c1 | -1% | 17% | -9%
Cc1cn2c(=O)c(S(=O)(=O)NC(C)c3ccccc3)c(C)nc2s1 (stereo unspecified) | -6% | -6% | -6%
COc1ccc2c(=O)c(-c3nc(C)cs3)coc2c1 | -5% | -21% | -5%
Cc1ccc(-c2c(C#N)c(N)n(-c3ccccc3)c(=O)c2C#N)cc1 | 18% | -14% | -9%
COc1cccc(/C=N/NC(=O)c2cc(-c3cccn3C)n[nH]2)c1O | -23% | 5.8µM* | -3%
